C8 TRAIL sens = caspase-8 TRAIL sensitization; NB7+C8 cells + TRAIL, ATPlite viability luminescence; inhibition (viability loss, TRAIL sensitization), % at 10 µM; 360,000 compounds, 1% hits; AID 624354;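 active means compounds causing at least 50% loss of cell viability in the single-dose screen, relative to plate controls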
TROY signal inh = TROY signaling inhibition; 360,000 compounds, 0.98% hits; inhibition, % at 10 µM; Q293 LMP1-TROYcd NF-kB luciferase reporter, 4 h;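 active means compounds whose plate-normalised and pattern-corrected inhibition of the luciferase reporter signal at the single screening dose is 50% or more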
NCOA2 inhibitor = human SRC2 (NCOA2) inhibition; Q15596; HEK293 GAL4-SRC2 luciferase reporter, luminescence; inhibition, % at 9 µM; 370,000 compounds, 0.17% hits;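 active means inhibition above the mean inhibition of all tested compounds plus 3 SD, set per campaign, cut at about 52% in these data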;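 further: 0% = DMSO treated cells and 100% = cells given Gossypol at 36 µM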
LMP1 NFkB inh = Epstein-Barr LMP1 NF-kappaB reporter inhibition; inhibition, % at 12.5 µM; 350,000 compounds, 0.69% hits; LMP1-induced NF-kappaB luciferase reporter cells, luminescence; in the data active means inhibition above about 41%;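 further: 0% = neutral control wells and 100% = reference inhibitor control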
LRH-1 inv ag = inverse agonists of human LRH-1 (NR5A2); inhibition, % at 3.6 µM; AID 602396; 360,000 compounds, 0.13% hits; HEK293T StAR-luciferase reporter, LRH-1 transfected, 24 h;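 active means inhibition above the mean inhibition of all tested compounds plus 3 SD, cut at about 73% in these data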;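 further: 0% = DMSO wells and 100% = reporter-only cells lacking LRH-1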
Target sequence (O00482 whole entry, looked up): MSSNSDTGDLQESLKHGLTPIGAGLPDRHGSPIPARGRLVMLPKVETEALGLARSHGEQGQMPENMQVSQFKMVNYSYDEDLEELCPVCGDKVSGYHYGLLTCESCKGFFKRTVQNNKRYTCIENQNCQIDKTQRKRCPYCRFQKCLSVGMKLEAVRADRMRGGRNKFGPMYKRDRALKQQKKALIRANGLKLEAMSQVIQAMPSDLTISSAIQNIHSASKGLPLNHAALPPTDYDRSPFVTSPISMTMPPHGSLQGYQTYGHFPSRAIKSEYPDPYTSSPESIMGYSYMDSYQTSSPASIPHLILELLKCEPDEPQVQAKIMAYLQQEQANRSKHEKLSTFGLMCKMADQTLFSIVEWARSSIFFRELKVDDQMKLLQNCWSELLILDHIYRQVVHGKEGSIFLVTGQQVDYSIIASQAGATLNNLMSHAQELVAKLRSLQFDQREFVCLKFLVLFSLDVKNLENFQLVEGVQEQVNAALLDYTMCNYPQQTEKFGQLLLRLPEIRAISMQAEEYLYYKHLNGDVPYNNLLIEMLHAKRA
NCOA3 inh = inhibits human SRC3 coactivator | HEK293 GAL4-SRC3 luciferase reporter, luminescence | inhibition, % at 3.6 µM | 360,000 compounds, 0.17% hits | AID 588352;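 active means inhibition above a per-campaign cutoff, the mean of all compounds plus 3 SD, cut at about 60% in these data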;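 further: 0% = DMSO-treated cells and 100% = gossypol-treated cells at 36 µM; higher means less SRC3-driven luciferase light from the GAL4 reporter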
KKLEB cytotox = counter-screen for CF NF-kB inhibitors: cytotoxicity. KKLEB CF airway cells viability, ATPlite luminescence, overnight; stronger effect = lower value; cells stimulated with P. aeruginosa culture filtrate. activity change (cytotoxicity), % at 5 µM. 360,000 compounds, 0.36% hits;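 active means corrected activity change at or below -50% at 5 µM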
NR2F2 inh = NR2F2 (human) inhibition, primary screen; 370,000 compounds, 0.7% hits; HEK293T NGFI-A luciferase reporter, luminescence; P24468; inhibition, % at 8.6 µM;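 active means inhibition above a per-plate cutoff, mean inhibition of test wells between control levels plus 3 SD, cut at about 38% in these data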;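 further: cells cotransfected with COUP-TFII expression vector driving the NGFI-A reporter; 0% = median of COUP-TF2 test wells and 100% = reporter-only cells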
Target sequence (P24468 whole entry, looked up): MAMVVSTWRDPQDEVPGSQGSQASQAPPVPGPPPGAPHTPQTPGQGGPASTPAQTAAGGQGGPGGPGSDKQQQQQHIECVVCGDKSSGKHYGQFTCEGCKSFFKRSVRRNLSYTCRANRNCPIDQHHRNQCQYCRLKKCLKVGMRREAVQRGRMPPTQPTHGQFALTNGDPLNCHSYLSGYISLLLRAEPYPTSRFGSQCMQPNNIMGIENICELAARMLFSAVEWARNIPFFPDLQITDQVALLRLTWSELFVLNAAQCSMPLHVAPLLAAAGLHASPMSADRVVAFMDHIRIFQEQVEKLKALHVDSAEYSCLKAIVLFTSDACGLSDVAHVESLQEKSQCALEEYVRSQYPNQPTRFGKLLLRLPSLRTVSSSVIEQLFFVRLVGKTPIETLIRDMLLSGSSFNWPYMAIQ
CF NFkB inh = cystic fibrosis NF-kB activation inhibition; KKLEB NF-kB-GFP reporter, PAF-induced, GFP fluorescence overnight; inhibition, % at 5 µM; 360,000 compounds, 0.86% hits; AID 588850;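 active means at least 50% inhibition at 5 µM, scaled per plate between neutral and stimulator controls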;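 further: PAF is a Pseudomonas aeruginosa culture filtrate used as stimulus; plate controls were PAF-stimulated DMSO wells for no effect and unstimulated DMSO wells for full effect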
NCOA1 inh = human NCOA1 inhibition | 360,000 compounds, 0.12% hits | HEK293 GAL4-SRC1 luciferase reporter, luminescence | Q15788 | inhibition, % at 3.6 µM | AID 588354;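 active means inhibition above the campaign mean plus 3 SD, with each screening campaign given its own cutoff, cut at about 60% in these data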;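 further: 0% = DMSO treated cells and 100% = gossypol at 36 µM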
TWEAK Fn14 block = inhibitors of TWEAK-Fn14 interaction signaling | TWEAK-stimulated Fn14 reporter cells, luciferase luminescence, 8 h | inhibition, % at 10 µM | 360,000 compounds, 2% hits | AID 1159606; in the data active means inhibition above about 50%
Active calls of the source: *; / = not tested or not shown.

Order of values: C8 TRAIL sens, TROY signal inh, NCOA2 inhibitor, LMP1 NFkB inh, LRH-1 inv ag, NCOA3 inh, KKLEB cytotox, NR2F2 inh, CF NFkB inh, NCOA1 inh, TWEAK Fn14 block
CCOc1ccccc1OCC(=O)NN1Cc2ccccc2C1=N
    2, 18, -6, 2, -6, -28, 2, 8, 7, 0, 12
O=C(Cc1cccs1)NCc1ccco1
    -5, 3, -37, -10, -7, -25, 2, -18, 12, -14, -9
O=C(O)/C=C/C(=O)NCc1cn(-c2ccccc2)nc1-c1cccc(Br)c1
    -4, -36, -3, 0, -26, -11, 8, -23, -3, -4, -16
N/C(CC(=O)Nc1cc(C(F)(F)F)ccc1Cl)=N\O
    9, -1, 4, -5, 1, -7, 5, 4, -1, 0, 24
Cc1nc(C)c(C(=O)Nc2ccccc2)s1
    -5, -5, -40, 1, -25, 7, -13, -6, 16, -16, -11
Cc1ccccc1NC(=O)NNC(=O)CCc1ccccc1
    1, 2, -12, 5, 5, 14, 0, -8, 2, -15, -12
Cn1ncc(Cl)c1C(=O)N1CCN(c2ccccc2)CC1
    -15, 0, 18, 6, -16, 22, 1, 2, -4, -4, -2
COc1cc([N+](=O)[O-])ccc1NC(=O)CCCOc1cc(C)ccc1C
    5, 8, -22, 6, 1, 9, -8, -4, 14, -12, -4
Cc1ccc2nc(N(CCN3CCOCC3)C(=O)CCS(=O)(=O)c3ccccc3)sc2c1
    5, -32, -41, -22, -94, -74, -19, -33, 26, -118, -10
Cc1ccc(NS(=O)(=O)c2ccc(-n3cccn3)cc2)c(C)c1
    -33, 15, 5, 1, 17, 5, 5, 30, 12, 5, 1

(further entries)
Order of values: C8 TRAIL sens, TROY signal inh, NCOA2 inhibitor, LMP1 NFkB inh, LRH-1 inv ag, NCOA3 inh, KKLEB cytotox, NR2F2 inh, CF NFkB inh, NCOA1 inh, TWEAK Fn14 block
COc1ccc(NC(=O)C2(C)CCCN(C(C)=O)C2)cc1F (centres undefined)
    -4, -2, -28, /, 7, 4, -2, 12, -19, -38, 5
Cc1csc(SCC(=O)Nc2ccccc2)n1
    -16, -30, -11, 5, -8, -27, 2, -14, 12, -19, 19
O=C(O)c1ccc(CSc2nc3ccccc3[nH]2)cc1
    9, -5, 9, 5, -9, 7, 7, -10, 5, -11, -1
Cc1ccccc1S(=O)(=O)NC(=O)C1(C)CCN1C(=O)C1(c2ccc(Cl)cc2)CC1 (centres undefined)
    -9, 2, 1, /, -7, -11, 6, -11, -6, -23, -6
CC1CCN(c2nnc(N3CCC(C)CC3)c3ccccc23)CC1
    13, 2, 13, 2, 15, -5, 8, 26, 20, -3, 5
Nc1ccc(S(=O)(=O)NC(=O)c2ccccc2)cc1
    -3, 10, /, 5, -31, 3, -9, /, -5, 10, 7
O=[N+]([O-])c1cc(S(=O)(=O)/N=C(/c2ccccc2)N2CCOCC2)ccc1Cl
    0, -12, 12, -6, 17, 1, 11, 3, -10, -14, 20
Cc1c(C(=O)O)sc2nc(/C=C/c3cccc(O)c3)[nH]c(=O)c12
    -5, -3, 14, 2, 5, 12, 3, 15, 0, 4, 22
COc1ccc(Cn2nnnc2C(c2cccs2)N2CCOCC2)cc1 (centres undefined)
    -11, 12, -33, -3, 12, -3, 5, 10, -19, -13, 17
CCN(CC)S(=O)(=O)c1ccc(N2CCOCC2)c(NC(=O)c2[nH]c(C)c(C(C)=O)c2C)c1
    0, -5, -82, 16, 45, -3, 8, -98, -149, -35, -25

New compounds follow:
Order of values: C8 TRAIL sens, TROY signal inh, NCOA2 inhibitor, LMP1 NFkB inh, LRH-1 inv ag, NCOA3 inh, KKLEB cytotox, NR2F2 inh, CF NFkB inh, NCOA1 inh, TWEAK Fn14 block
CCN(CC)S(=O)(=O)c1cc(NC(=O)C(C)N2CCN(c3ccccn3)CC2)ccc1C (centres undefined)
    -4, -2, 9, 3, -2, 8, -3, 21, 14, -12, 4
N#C/C(=C\c1cccnc1)C(=O)Nc1ccccc1
    11, -7, -15, 7, 10, 5, -15, -4, 14, -13, -13
COc1ccc2c(C(=O)CCl)c[nH]c2c1
    12, 4, -51, -5, 28, -51, -52*, 13, 73*, -74, 53*
CS(=O)(=O)c1ccc2nc(NC(=O)CCS(=O)(=O)c3ccccc3)sc2c1
    -5, 3, -7, -1, -16, 1, 0, 0, 75*, 22, 5
C=CCN(CC=C)C(=O)C(=O)c1cc(C)n(-c2ccc([N+](=O)[O-])cc2)c1C
    12, 13, 0, 6, 12, 11, 13, -3, -24, 1, 3
O=C(Nc1ccc(N=Nc2ccccc2)cc1)c1ccccc1Cl
    -2, -54, -57, -29, -142, -84, 9, -22, -3, -120, -9
Cc1nnc(NC(=O)CCSc2ccccc2)s1
    0, -4, -7, -1, -6, -2, 9, 8, -8, -17, -6
O=C(NC1CCN(C(=O)Nc2cccc(F)c2)CC1)c1ccco1
    -11, -5, -18, -3, -21, 12, 2, 11, 9, -1, 18
NC1=NC2(CCCCC2)N(c2ccc(F)cc2)C(N)=N1
    12, 2, 0, -14, 12, 4, 15, -2, -9, 4, -2
O=C(c1ccco1)N1N=C(c2ccc(Br)cc2)CC1(O)C(F)(F)F (centres undefined)
    6, -6, -23, -9, -3, 4, 0, 5, -11, 10, 1

(list continues)
Order of values: C8 TRAIL sens, TROY signal inh, NCOA2 inhibitor, LMP1 NFkB inh, LRH-1 inv ag, NCOA3 inh, KKLEB cytotox, NR2F2 inh, CF NFkB inh, NCOA1 inh, TWEAK Fn14 block
Cc1ccc(NC(=O)CSc2nncc3ccccc23)cc1
    -26, -22, 1, -2, 8, -1, 9, -6, -7, 4, 8
CC(CN1CCOCC1)OC(=O)/C=C/c1ccccc1 (centres undefined)
    -5, -34, -28, -3, -13, -45, -5, -15, 10, -11, 22
Cc1ccn2c(=O)nc(SCC(=O)N3N=C(c4cccs4)CC3c3ccc(F)cc3)nc2c1 (centres undefined)
    7, -18, 15, 12, -1, 17, -6, -7, 13, -4, 1
Cc1ccc(N2CC(C(=O)Nc3nnc(SCC(=O)Nc4cc(C)on4)s3)CC2=O)cc1 (centres undefined)
    1, 7, 2, -1, -10, 4, 3, 6, 22, -20, -16
O=C(O)c1cc2nc(C3CC3)cc(C(F)(F)F)n2n1
    -9, 6, -10, -2, 10, -4, -8, 8, 17, -25, -2
COc1ccc(CNC(=O)CN(C)S(=O)(=O)c2ccc(Cl)cc2)cc1
    1, 8, -7, -5, -7, 5, 10, -13, -1, -10, 1
O=[N+]([O-])c1ccccc1C1Nc2cccc3cccc(c23)N1
    -6, -6, 1, -17, 3, 14, 8, 3, -16, -15, 14
COc1cc([N+](=O)[O-])ccc1NC(=O)COC(=O)C1=NN(c2ccccc2)C(=O)CC1
    -2, 10, -11, 8, -2, 3, -9, -11, 8, -13, -17
CCCc1cc(=O)[nH]c(SCC(=O)Nc2sccc2C#N)n1
    2, 27, -28, -3, -5, 17, 21, -6, -21, -7, 14
COc1ccc(/C=N/NC(=O)c2cc[n+]([O-])cc2)cc1OC
    8, -18, /, -3, -18, 19, -4, /, 2, -59, 3

The list continues.
Order of values: C8 TRAIL sens, TROY signal inh, NCOA2 inhibitor, LMP1 NFkB inh, LRH-1 inv ag, NCOA3 inh, KKLEB cytotox, NR2F2 inh, CF NFkB inh, NCOA1 inh, TWEAK Fn14 block
CN1OC[C@@H]2CN(Cc3ccccc3)[C@H](c3ccc(N4CCCCC4)cc3)C[C@@H]21
    37, 2, 3, /, 0, 11, -10, -10, 2, 14, -6
COc1ccc(N(C(=O)Cn2nnc(-c3ccc(F)cc3)n2)C(C)C(=O)NC2CCCC2)cc1 (centres undefined)
    -5, 2, -4, 0, -11, 9, -4, 12, 17, -2, -23
Cc1cccc(NC(=O)CCC(=O)Nc2nnc(C(F)(F)F)s2)c1
    -1, 19, -5, 2, -1, 25, 10, -2, 2, 22, -15
Cc1ccc(-c2cc(C(F)F)nc(N3CCC(C)CC3)n2)cc1
    -5, -8, 7, -27, -5, 3, 4, 12, 2, -14, 0
COc1cccc(/C=C(/C#N)c2ccc(F)cc2)c1OCc1cccc(C(=O)O)c1
    -7, -50, -23, -6, -13, -5, 5, -13, -3, 5, -10
CC(OC(=O)c1ccncc1)C(=O)Nc1cccc([N+](=O)[O-])c1 (centres undefined)
    -5, -1, -7, -3, 5, -19, 3, -6, 2, 4, -1
CCCCCCN(C(=O)CCCCCN1C(=O)NC(c2ccc([N+](=O)[O-])cc2)C(C(=O)OCc2ccccc2)=C1C)C(C(=O)NCCCC)C1CCCCC1 (centres undefined)
    7, -3, -8, -15, 13, 15, -13, 31, 6, -16, 12
COCCN(C(=O)c1ccc(C#N)cc1)c1c(N)n(Cc2ccccc2)c(=O)[nH]c1=O
    0, -3, 2, -2, 1, 7, 4, -8, 10, -2, 4
Cc1cc(C)n(C(=O)CSc2ccc(Cl)cc2)n1
    -30, 7, 2, 2, -6, 5, 8, 8, 4, 2, 1
O=C(COC(=O)c1ccc(Cl)nc1)Nc1ccc(N2CCOCC2)cc1
    -1, -10, -19, 2, 4, 9, 25, -3, -1, -19, -6

Next results:
Order of values: C8 TRAIL sens, TROY signal inh, NCOA2 inhibitor, LMP1 NFkB inh, LRH-1 inv ag, NCOA3 inh, KKLEB cytotox, NR2F2 inh, CF NFkB inh, NCOA1 inh, TWEAK Fn14 block
COc1cc(C(CC(=O)Nc2ccc(C)cn2)N2Cc3ccccc3C2=O)cc(OC)c1OC (centres undefined)
    -4, -17, 6, 1, 20, 12, 4, 0, 6, 1, -10
Cc1oc(-c2cc3c(cc2Cl)OCO3)nc1CN1CCCC(C(=O)N2CCOCC2)C1 (centres undefined)
    -7, 3, 9, -11, -1, 18, 5, 15, -2, 4, -21
CC12CCC3c4ccc(O)cc4CCC3C1CC(=NO)C2O (centres undefined)
    -1, 5, 5, 2, 12, -8, 6, -8, -24, -3, -36
O=C(CO/N=C/c1ccccc1Cl)N1CCCc2ccccc21
    -3, 0, -20, -10, -7, 2, -3, -2, 16, -4, -10
O=C(COC(=O)c1ccc(S(=O)(=O)N2CCOCC2)cc1)NCc1ccccc1
    3, -6, -5, -1, 9, -10, 11, 10, -11, -17, 3
CCNC(=O)C1CCCN(Cc2cc(C(F)(F)F)ccc2Cl)CC1 (centres undefined)
    -1, 1, -18, /, 5, -1, -13, 4, -2, -11, 4
COc1cccc(C(=O)COC(=O)CCC(=O)NC2CCCCC2)c1
    -8, 22, -5, 10, 5, 4, -17, 4, 5, 0, -12
O=C(c1cccs1)c1cn(CC(=O)N2CCc3ccccc3C2)c2ccccc12
    8, -19, -5, 5, -3, 7, -2, 4, -7, 1, 24

High-throughput results as filed in PubChem.

An unsorted share of the library; about 4.2% have a hit in one of these screens.
